From PubChem BioAssay
Wnt bcat act: Wnt/beta-catenin pathway activation; Wnt/beta-catenin reporter cell assay, activator, plate reader; activation, % at 9.35 µM; actives 1.2% (n = 300,000); in the data active means activation above about 30%, passing the limit was not always enough;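 further: 0% = neutral control wells and 100% = positive control wells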
* marks the source's active call; other numbers are inactive results. Only part of the results is shown. The share of hits here may be higher or lower than overall.

SMILES	Wnt bcat act
C[C@@H]1ON(C)[C@H]2C[C@H]3c4cc(N5CCOCC5)ccc4CCN3C[C@@H]12	-1
O=C(/C=C/[C@H]1O[C@@H](n2ccc(=O)[nH]c2=O)[C@H](O)[C@@H]1O)NCCCc1ccccc1	-1
COCc1cn(CC(C)n2c(=O)c3ccccc3n2Cc2cc(C(C)C)no2)nn1 (centres undefined)	-2
CN1CCN(C2CN(Cc3cn(Cc4ccc(C(F)(F)F)cc4)nn3)S(=O)(=O)C2)CC1 (centres undefined)	-4
CN1CCC(C)(C(=O)Nc2ccc3c(c2)OCCO3)C1 (centres undefined)	-3
COc1ccc(NC(=O)C2c3ccccc3OCC(=O)N2Cc2cccnc2)cc1 (centres undefined)	-2
Cc1cccc(C)c1-n1nnnc1-c1nc2cc(Br)ccc2[nH]c1=O	-2
C[C@@H]1C=CCCO[C@]12C(=O)N(Cc1ccc(F)cc1)c1ccccc12	-4
O=C(c1ccccc1)c1sc(Nc2ccc3c(c2)OCO3)nc1-c1ccccc1	-3
c1ccc(CN2CCC3CC2c2c3cccc2N2CCOCC2)cc1 (centres undefined)	-2
COc1ccc(Cl)cc1C1=NOC2(CCC2)C(=O)N1Cc1ccc(NC(C)=O)cc1	-3
Cc1cccc(CN2CCN(C3CN(Cc4cn(Cc5cccc(C(F)(F)F)c5)nn4)S(=O)(=O)C3)CC2)c1 (centres undefined)	-2
C#CCOc1ccc(CNC[C@H]2O[C@@H](n3ccc(=O)[nH]c3=O)[C@H](O)[C@@H]2O)cc1	-5
FC(F)(F)c1ccccc1Cc1c(-c2cccc(Cl)c2)nc2c3ccccc3ccn12	0
COC(=O)[C@]12CCCCC=C1N(Cc1ccco1)C(=O)[C@H](CC(=O)NCc1ccc(OC)c(OC)c1)C2	1

Four records drawn at random from the list so far, as already listed:
SMILES	Wnt bcat act
COCc1cn(CC(C)n2c(=O)c3ccccc3n2Cc2cc(C(C)C)no2)nn1 (centres undefined)	-2
COC(=O)[C@]12CCCCC=C1N(Cc1ccco1)C(=O)[C@H](CC(=O)NCc1ccc(OC)c(OC)c1)C2	1
COc1ccc(Cl)cc1C1=NOC2(CCC2)C(=O)N1Cc1ccc(NC(C)=O)cc1	-3
FC(F)(F)c1ccccc1Cc1c(-c2cccc(Cl)c2)nc2c3ccccc3ccn12	0

(next part)
SMILES	Wnt bcat act
O=C(Nc1ccc(Oc2ccccc2)nc1)[C@H]1O[C@@H](n2ccc(=O)[nH]c2=O)[C@H](O)[C@@H]1O	2
COc1ccc(N2C(=O)c3ccccc3NC(=O)C2C(=O)Nc2ccc(N3CCOCC3)cc2)cc1 (centres undefined)	1
COCCn1c(C(=O)N(C)C)cc2c1C[C@H]1CN(C(=O)c3ccccc3)[C@@](Cc3ccc(F)cc3)(C(=O)OC)[C@@H]21	-2
Cc1cc(Br)cn2c(Cc3ccccc3)c(-c3ccc(C#N)cc3)nc12	3
CC(C)[C@H](NC(=O)OC(C)(C)C)c1cc(C(=O)N(C)CCN(C)C)c(N)s1	-2
C[C@@H]1COc2cc(N3CCCC3)ccc2S(=O)(=O)N1	0
Cc1ccc(-c2nc3cc(C)c(Br)c(C)n3c2Cc2ccccc2)cc1	-2
C[C@H]1Cn2cnc(C(=O)N3CCN(c4ccccc4)CC3)c2C(=O)N1	-3
CCOC(=O)[C@]12CCC=C1N(Cc1ccc(Cl)cc1Cl)C(=O)[C@H](CC(=O)NCCC(C)C)C2	-3
C[C@@H](CO)NC(=O)c1[nH]cnc1C(=O)Nc1ccccc1	1
C[C@H](c1ccccc1)N1C[C@H](COCc2ccccc2)Oc2cc(N3CC[C@@H](O)C3)ccc2S1(=O)=O	-5
O=C(Cc1c[nH]c2ccccc12)Nc1ccc(Nc2cccnc2)c(-c2ccc(OC(F)(F)F)cc2)c1	-3
Cc1ccccc1S(=O)(=O)N1C(c2ccc(Cl)c(Cl)c2)CC=C(C(=O)O)C1c1cccc(Br)c1 (centres undefined)	-2
CC(C)n1nc(C(=O)N2CCN(S(=O)(=O)c3cccs3)CC2)c2ccccc2c1=O	-1
Fc1ccc2cnc(-c3ccsc3)cc2c1	2
CC1(C(=O)Nc2ccc3ccccc3c2)CCC(=O)N1CCOc1ccccc1 (centres undefined)	-2
Cc1cc(C)n2c(NC3CCCCC3)c(-c3ccc(F)cc3)nc2n1	6
CC(=O)Oc1ccc(Cn2c(C)c(C(=O)NCc3ccc(C#N)cc3)sc2=O)cc1	-2
CC(C)(C)NC(=O)C(c1ccccc1)n1c(=O)c(-c2ccco2)nc2ccccc21 (centres undefined)	-1
CC(=O)Nc1ccc(Nc2nccc(C)n2)cc1	0
O=C(O)c1nc(-c2ccccc2)c(C(=O)NC2CC2)[nH]1	-1
O=C(NC1CCCCC1)C(c1ccc(C(F)(F)F)cc1)n1c(=O)c(-c2ccco2)nc2ccccc21 (centres undefined)	-3
CCCN1CCCCC(NC(=O)OC(C)(C)C)C1=O (centres undefined)	0
C[C@@H](c1ccccc1)N1C[C@@H](COCc2ccccc2)Oc2cc(N3CCC[C@H]3CO)ccc2S1(=O)=O	-6
CC(C)NC(=O)C1(C)CSCC(=O)N1CC(F)(F)F (centres undefined)	-2
COc1cccc(-c2nc3nc(C)cc(C)n3c2NC2CCCCC2)c1	6
C[C@H]1[C@H](c2ccccc2)Oc2cccc(NCCc3ccccc3)c2S(=O)(=O)N1Cc1cccc(Cl)c1	-1
COc1cccc(CNC(=O)C2CCN(S(=O)(=O)c3ccc4c(c3)C(C)(C)C(=O)N4C)CC2)c1	6
O=C(Nc1ccc(F)cc1)C(c1cc2ccccc2o1)N1CCN(c2cccc(C(F)(F)F)n2)CC1 (centres undefined)	1
O=C(C1=C[C@H](c2csc3ccccc23)C[C@H](OCc2ccc(CO)cc2)O1)N1CCCCCCC1	-2
C#CCOCCOCCOCCNc1nc(N2CCN(C(=O)[C@H](CCC(=O)O)n3cc(C(N)CO)nn3)CC2)nc(N2CCN(C(=O)[C@H](Cc3ccc(O)cc3)n3cc(C(N)[C@H](C)CC)nn3)CC2)n1 (some centres undefined)	1
CCCc1nc2ccc(C)cn2c1Cc1cccc(Cl)c1	2
CCCCCCCCN1C(=O)[C@H](CC(=O)NCc2ccc(C)o2)C[C@@]2(C(=O)OC)CC(C)(C)CC=C12	-4
COc1ccccc1Cc1c(-c2ccccc2)nc2ccc(Br)cn12	1
O=C(c1[nH]c(C(F)(F)F)nc1-c1ccccc1)N1CCN(c2ncc(C(F)(F)F)cc2Cl)CC1	0
COc1ccc(N2c3ccccc3CN(Cc3ccccc3)[C@@H](C)[C@H]2Cc2c(C)cccc2C)cc1	-5
CCCCCCCCN1C(=O)[C@@H](CC(=O)NCCC(C)C)C[C@@]2(C(=O)OC)C1=C[C@H](C(C)(C)C)O[C@@H]2C	-4
COc1ccc(C(=O)C[C@@H]2OC[C@H](Cc3ccccc3)N2S(=O)(=O)c2ccc(C)cc2)cc1OC	0
Cc1ccccc1CN1C(=O)CSCC1(C)C(=O)NCc1ccccc1 (centres undefined)	4
O=C(N[C@H](Cc1ccccc1)C(=O)N1CCN(c2ccc(Cl)cn2)CC1)[C@H]1O[C@@H](n2ccc(=O)[nH]c2=O)[C@H](O)[C@@H]1O	-5
Cc1cccc(C)c1NC(=O)C(c1ccccc1)n1c(-c2ccccc2)nc2ccccc21 (centres undefined)	5
O=C(NCc1cccnc1)OC1CC2CC1[C@H]1CCCCN1C2=O (some centres undefined)	-1
Cc1cccc(CN2CCSCCS2(=O)=O)c1	-1
CN(C)c1cccc(CNC(=O)c2csc([C@@H]3O[C@H](CO)[C@@H](O)[C@H]3O)n2)c1	-3
COc1ccc2c(CN3CCN(c4ccccc4F)CC3)cc(=O)oc2c1	-3
COc1ccc(-c2nc3c(C)cc(Br)cn3c2Cc2ccccc2)cc1OC	0
Cn1c(=O)cc(SCC(=O)Nc2ccccn2)c2ccccc21	13
COC(=O)C1=C(C)N(Cc2cccc(C(F)(F)F)c2)C(=NCc2ccc3c(c2)OCO3)NC1c1cccc(Cl)c1 (centres undefined)	-24
Cc1ccc(Cc2c(-c3cccc(Br)c3)nc3cc(C)c(Br)c(C)n23)cc1	-4
O=C(/C=C(\Nc1cc(Cl)c(F)c(Cl)c1)c1ccccc1)c1ccccc1	15
CC1=C(C(=O)N(C(C)C)C(C)C)CC(CC(=O)NCc2ccco2)C(=O)N1Cc1ccc(C(C)(C)C)cc1 (centres undefined)	-2
N#Cc1ccc(-c2nc3ccc(Cl)cn3c2Cc2cccc(Cl)c2)cc1	1
O=c1ccoc2ccccc12	-1
Cc1ccc(S(=O)(=O)N2C[C@H]3C(=O)C[C@@H](c4ccccc4)N(S(=O)(=O)c4ccc(C)cc4)[C@H]3C[C@H]2c2ccccc2F)cc1	-2
Nc1[nH]c(C(=O)c2ccccc2)c(-c2cccc(C(F)(F)F)c2)c1C(=O)NCCc1c[nH]c2ccccc12	-3
CC(C)[C@H](NC(=O)c1ccccc1)C(=O)N1CCC[C@H]1C(=O)NCCc1ccccc1Cl	0
COC(=O)[C@@]1(Cc2ccc(F)cc2)[C@H]2c3cc(C(=O)N(C)C)n(Cc4ccccn4)c3C[C@H]2CN1C(=O)c1ccccc1	7
Cc1ccc(S(=O)(=O)Nc2ccccc2OC(C(=O)OC(C)(C)C)C(=O)OC(C)(C)C)cc1	7
COc1ccc(C(=O)C[C@@H]2OC[C@H](C)N2S(=O)(=O)c2ccc(C)cc2)cc1OC	-4
NC(=O)CC[C@@H]1NC(=O)[C@@H]2CCCN2C(=O)c2cc([N+](=O)[O-])cc(I)c2NCCC[C@@H](C(=O)NC(CC(=O)O)C(N)=O)NC1=O (some centres undefined)	0

Going on with the list.
SMILES	Wnt bcat act
Cc1cccc(C(=O)N2CCC[C@H]2C(=O)N2CCC[C@H]2C(=O)NCc2ccncc2)c1	3
Cc1cc2c(cc1C)-c1nnnn1C(N1CCC(Cc3ccccc3)CC1)C(=O)N2 (centres undefined)	0
COC(=O)Cc1nnn2c1[C@H](C)[C@@H](OC)c1ccc(C(F)(F)F)cc1-2	2
Cc1cccc(C)c1NC(=O)C1C(c2ccc3c(c2)OCO3)=Nc2ccccc2N1C(=O)c1ccccn1 (centres undefined)	9
CN(CCc1ccccc1)C(c1cc2ccccc2o1)c1nnnn1C(C)(C)C (centres undefined)	-2
CC1(C(=O)NCc2ccccc2)CSCC(=O)N1Cc1cccc(C(F)(F)F)c1 (centres undefined)	-1
CC1(c2nnnn2-c2ccc3c(c2)OCCO3)CCC(=O)N1CC(F)(F)F (centres undefined)	7
Cc1ccccc1C(=O)N(C)[C@H]1C[C@H]2c3[nH]c4c(-c5ccccc5)cccc4c3CCN2C(=O)[C@H]1[C@H](C)O	-12
CCCNC(=O)c1cc2c(c(-c3cccc(-c4ccccc4F)c3)n1)[C@@H](CCO)N(C(=O)CC1CC1)C2	2
CC(C)n1nnnc1C1c2ccccc2C(=O)N1CCc1c[nH]c2ccccc12 (centres undefined)	9
Cc1cccc(C)c1-n1nnnc1C1(C)CCC(=O)N1CC1CCCCC1 (centres undefined)	-2
CCOC(=O)[C@]12CCCC=C1N(Cc1ccc3c(c1)OCO3)C(=O)[C@H](CC(=O)N1CCN(C(=O)C3CC3)CC1)C2	1
CCCN(CCC)Cc1cc(=O)oc2ccccc12	-1
Nc1nc2c(ncn2[C@@H]2O[C@H](CNCc3cnc(N4CCOCC4)nc3)[C@@H](O)[C@H]2O)c(=O)[nH]1	-3
CCOC(=O)C1=CCC(c2ccccc2Cl)N(S(=O)(=O)c2ccc(C)cc2)C1 (centres undefined)	-2

In another format: 5 of the compounds above
compound | Wnt bcat act
CC(C)n1nnnc1C1c2ccccc2C(=O)N1CCc1c[nH]c2ccccc12 (centres undefined) | 9
Nc1nc2c(ncn2[C@@H]2O[C@H](CNCc3cnc(N4CCOCC4)nc3)[C@@H](O)[C@H]2O)c(=O)[nH]1 | -3
CC1(c2nnnn2-c2ccc3c(c2)OCCO3)CCC(=O)N1CC(F)(F)F (centres undefined) | 7
CCCN(CCC)Cc1cc(=O)oc2ccccc12 | -1
Cc1cccc(C(=O)N2CCC[C@H]2C(=O)N2CCC[C@H]2C(=O)NCc2ccncc2)c1 | 3

Continued.
SMILES	Wnt bcat act
CCOC(=O)[C@]12CCC=C1N(Cc1ccc3c(c1)OCO3)C(=O)[C@H](CC(=O)NCCC(C)C)C2	-2
CSCCC(C(=O)Nc1c(C)cccc1C)N1CCN(C/C=C/c2ccccc2)CC1 (centres undefined)	-2
COc1ccccc1Cc1c(C2CCCCC2)nc2ccc(Cl)cn12	-1
Cc1ccc(Cc2c(-c3cccc(Cl)c3)nc3ccc(Br)cn23)cc1	40*
COC(=O)[C@]12C[C@H](CC(=O)NCc3ccc(OC)c(OC)c3)C(=O)N(Cc3ccc4c(c3)OCO4)C1=C[C@H](COCc1ccccc1)O[C@@H]2C	-3
O=c1[nH]c(=O)n(C2OC(CO)C(O)C(O)C2O)cc1F (centres undefined)	-2
O=C1[C@H]2[C@@H]3CCN1CCC[C@@H]2C=C[C@@H]3c1ccc(Br)cc1	-3
COC(=O)Cc1nnn2c1[C@H](C)[C@H](c1cccc(OC)c1OC)OCC2	0
O=C(Nc1c(-c2ccccc2)[nH][nH]c1=O)c1ccco1	0
CC(C)(C)C(c1nc2ccccc2[nH]1)n1c(-c2ccco2)nc2ccccc21 (centres undefined)	-2
O=S1(=O)CC(N2CCC(Cc3ccccc3)CC2)CN1Cc1ccccc1 (centres undefined)	-3
Cc1cccc(C)c1NC(=O)C(c1ccnc2ccccc12)N1CCN(C)CC1 (centres undefined)	4
C[C@H](c1ccccc1)N1C[C@H](COCc2ccccc2)Oc2cc(N3CCC[C@H]3CO)ccc2S1(=O)=O	-3
Nc1[nH]c(C(=O)c2ccc(Br)cc2)c(-c2ccncc2)c1C(=O)NCCc1c[nH]c2ccccc12	-3
CCOC(=O)[C@]12CCCC=C1N(Cc1ccccc1)C(=O)[C@H](CC(=O)NCCc1ccccc1OC)C2	-3
